Screens: PubChem BioAssay, Sanford-Burnham Center for Chemical Genomics
APJ agonist: APJ receptor agonism. CHO-K1 APJ PathHunter beta-arrestin, luminescence; 0% DMSO wells, 100% apelin. P35414. activation, % at 20 µM. AID 2520. hit rate 0.11% among 330,000;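 active = activation more than six SD over the plate average, tested at 20 µM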;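 note: 0% = DMSO alone and 100% = apelin-13 at 10 nM; some results filed as inactive read as strong as hits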
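Material: engineered CHO-K1 APJ arrestin reporter cells; amount: 1000 CHO-K1 reporter cells seeded per well; incubation: compound stimulation 90 min at 25 °C, detection 60 min; signal: luminescent beta-gal fragment complementation, chemiluminescent substrate; read-out basis: APJ agonist activity; controls: DMSO-only wells as negative, 10 nM Apelin-13 as positive control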
APJ antagonist: blocks the human apelin receptor APJ. inhibition, % at 20 µM. hit rate 0.32% among 330,000. P35414. CHO-K1 APJ beta-arrestin complementation, luminescence;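 active = inhibition above about 40% at 20 µM, limit read from the data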;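 note: cells challenged with 10 nM apelin-13 agonist together with compound; plate controls were apelin-13 plus DMSO wells for no effect and DMSO wells lacking apelin-13 for full effect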
EBI2 block: antagonists of human EBI2 receptor | inhibition, % at 5 µM | hit rate 0.81% among 360,000 | AID 651636 | EBI2 beta-arrestin recruitment, luminescence, 7a,25-OHC stimulated | P32249; in the data active = inhibition above about 38%;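 note: enzyme fragment complementation signal reports receptor beta-arrestin coupling in cells; 0% = agonist plus DMSO wells and 100% = wells without agonist; some results beyond the cut were filed as inactive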
Target sequence (P32249 whole entry, looked up, the tested form may be a part): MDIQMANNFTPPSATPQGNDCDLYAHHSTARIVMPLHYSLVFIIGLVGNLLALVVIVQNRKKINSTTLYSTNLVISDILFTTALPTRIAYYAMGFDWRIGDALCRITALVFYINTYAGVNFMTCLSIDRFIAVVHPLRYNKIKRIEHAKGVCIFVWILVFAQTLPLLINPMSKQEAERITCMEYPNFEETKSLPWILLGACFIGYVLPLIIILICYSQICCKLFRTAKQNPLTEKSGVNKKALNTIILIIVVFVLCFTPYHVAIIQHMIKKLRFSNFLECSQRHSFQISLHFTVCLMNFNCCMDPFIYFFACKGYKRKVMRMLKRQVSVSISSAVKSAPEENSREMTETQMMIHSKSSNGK
CXCR6 inh: CXCR6 (human) receptor inhibition; CHO-K1 PathHunter CXCR6 beta-arrestin, luminescence; inhibition, % at 20 µM; hit rate 0.36% among 360,000; AID 602244; in the data active = inhibition above about 34%, passing the limit was not always enough;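 note: antagonist mode with CXCL16 agonist at 10 nM final; 0% = 10 nM CXCL16 with DMSO and 100% = unstimulated wells without agonist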
CCR6 antagonist: blocks CCL20-driven beta-arrestin recruitment at human CCR6. CHO-K1 CCR6 PathHunter beta-arrestin, luminescence, CCL20-stimulated. inhibition, % at 20 µM. hit rate 0.49% among 340,000;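 active = compounds whose inhibition of the agonist-driven luminescence signal at 20 µM reaches about 50%, limit read from the data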;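 note: cells stimulated with CCL20 at 14 nM final; plate controls were DMSO with CCL20 for no effect and DMSO without agonist for full effect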
Gli-Sufu antag: blocks Gli-Sufu signaling in a luciferase reporter; Sufu-KO-LIGHT fibroblasts, Gli luciferase reporter luminescence; inhibition, % at 5 µM; hit rate 0.74% among 340,000;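 active = inhibition above about 55%, limit read from the data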;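 note: 0% = DMSO-treated cells and 100% = wells with medium but no cells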
UBC13 inh: inhibitors of human UBC13 polyubiquitin chain formation; P61088; TR-FRET; inhibition, % at 20 µM; hit rate 0.47% among 330,000; in the data active = inhibition above about 45%, passing the limit was not always enough
Target sequence (P61088 whole entry, looked up): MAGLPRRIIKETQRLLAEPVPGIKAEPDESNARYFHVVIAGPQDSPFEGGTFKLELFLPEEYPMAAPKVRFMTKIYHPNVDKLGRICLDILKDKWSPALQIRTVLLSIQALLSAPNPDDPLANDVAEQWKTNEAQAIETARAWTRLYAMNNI
ATG4B inh: inhibitors of human ATG4B cysteine protease. hit rate 0.51% among 340,000. inhibition, % at 8.33 µM. Q9Y4P1. ATG4B cleavage of LC3-PLA2, NBD-HPC fluorescence, 1 h; in the data active = inhibition above about 40%
Target sequence (Q9Y4P1 whole entry, looked up): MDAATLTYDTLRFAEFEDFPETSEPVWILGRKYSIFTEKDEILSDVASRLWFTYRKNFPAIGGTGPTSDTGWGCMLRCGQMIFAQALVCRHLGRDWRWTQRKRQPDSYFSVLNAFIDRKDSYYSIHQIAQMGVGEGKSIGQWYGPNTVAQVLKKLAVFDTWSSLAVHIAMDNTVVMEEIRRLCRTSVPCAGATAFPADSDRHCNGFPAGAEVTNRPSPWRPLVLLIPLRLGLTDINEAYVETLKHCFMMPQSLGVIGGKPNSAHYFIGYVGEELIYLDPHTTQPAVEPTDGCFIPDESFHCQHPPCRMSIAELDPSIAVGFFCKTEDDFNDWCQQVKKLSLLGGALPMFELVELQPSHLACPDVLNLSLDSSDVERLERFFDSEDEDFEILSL
The depositor's hits bear a star; . = no result given. The order is random (roughly 3% active in at least one column).

SMILES	APJ agonist	APJ antagonist	EBI2 block	CXCR6 inh	CCR6 antagonist	Gli-Sufu antag	UBC13 inh	ATG4B inh
COc1ccc2c(=O)c(-c3ccc(C)cc3)c(-c3ccccc3)oc2c1	.	.	10	10	32	-10	.	1
NS(=O)(=O)c1ccc(NC=C2C(=O)OC3(CCCCC3)OC2=O)cc1	-1	7	-2	2	14	1	-27	1
CN1CCN(CC(=O)O)CC1	-4	1	-7	7	-8	-2	8	5
CC(=O)N1c2ccc(S(=O)(=O)N3CCCCC3)cc2CC1C(=O)Nc1cccc(C)c1 (configuration not stated)	-3	28	3	2	28	-8	-3	-4
Cc1nn(-c2ccccc2)c(NC(=O)c2ccccc2)c1Br	-5	28	-2	1	25	-15	-2	1
OC(COc1ccccc1)CN1CCN(c2ccccc2)CC1 (configuration not stated)	.	.	11	-1	13	-43	.	0
C=CC[C@@H](CC(=O)N(CCO)Cc1ccccc1)C(=O)N[C@H](COC(=O)[C@H](CC=C)CC(=O)OC(C)(C)C)Cc1c[nH]c2ccccc12	-5	-8	17	8	14	2	26	-1
Cc1cccc(NC(=O)CSc2ccc(-c3cccs3)nn2)c1C	1	-20	-9	-13	-6	-10	6	7
COC(=O)c1ccc(NC(=S)NC2CCCCC2C)cc1 (configuration not stated)	-2	-4	4	2	14	-34	19	17
O=C1CCCC2=C1C(c1cccs1)n1nc(SCc3ccc(C(=O)O)cc3)nc1N2 (configuration not stated)	-3	-11	-12	-1	2	4	11	-9
CCN(CC)C(=O)c1ccc(NS(=O)(=O)c2ccccc2)cc1	-2	-7	1	-6	4	-18	-2	18
O=C(OCc1nnc(-c2ccccc2)o1)c1cc(Cl)ccc1[N+](=O)[O-]	1	-26	2	-14	10	-1	-3	-1
COc1ccc2c(c1)nc(SCC(=O)c1cccs1)n2C	-4	16	0	3	0	-6	6	-14
CC(C)CN(C(=O)c1ccc(N2CCCC2=O)cc1)C1CCS(=O)(=O)C1 (configuration not stated)	-2	19	-4	-2	8	-2	-3	-3
Cc1cc(C)cc(NC(=O)COC(=O)c2ccc(CN3CCCC3=O)cc2)c1	-2	6	10	9	6	-1	-12	-8
O=[N+]([O-])c1cc2cccnc2c2ncccc12	0	-5	14	10	-6	1	-24	-2
COc1cccc(CN(C(=O)Cn2nnc(-c3ccccc3F)n2)C(C(=O)NC(C)(C)C)c2ccncc2)c1 (configuration not stated)	-3	-8	-7	-1	4	5	-2	-8
Cc1nc(C(=O)Nc2ccc(Cl)cc2)sc1C1(C)CC(c2cccc([N+](=O)[O-])c2)=NO1 (configuration not stated)	10	-11	1	-2	3	6	-19	7
COc1ccc(-c2cc(CNC(=O)CCl)on2)cc1	-3	15	9	2	3	14	4	0
Cc1sc2ncnc(N3CCC(C(=O)Nc4ccccc4C(C)(C)C)CC3)c2c1C	-4	17	28	4	-3	28	2	14
CC(=O)N1CCN(c2ccccc2NC(=O)c2ccc(C#N)cc2F)CC1	-6	-7	4	-9	12	14	13	-9
Cn1c(SCC(=O)c2ccccc2)nnc1-c1ccccn1	-5	1	-18	-2	-7	-27	-3	2
O=C(C1CCCCN1S(=O)(=O)c1ccc(F)cc1)N1CCN(c2ccccc2F)CC1 (configuration not stated)	-5	5	-2	4	11	6	8	-7
COC(=O)C1=C(C)N(Cc2ccco2)C(=O)C1	-2	3	2	-1	10	-1	21	8
COc1ccc(NC(=O)C(=O)c2cn(CC(=O)N3CCCC3)c3ccccc23)cc1	-4	-2	-16	2	2	27	-8	-10

An excerpt from above in order of SMILES length, ascending.
SMILES	APJ agonist	APJ antagonist	EBI2 block	CXCR6 inh	CCR6 antagonist	Gli-Sufu antag	UBC13 inh	ATG4B inh
Cc1cc(C)cc(NC(=O)COC(=O)c2ccc(CN3CCCC3=O)cc2)c1	-2	6	10	9	6	-1	-12	-8
O=C1CCCC2=C1C(c1cccs1)n1nc(SCc3ccc(C(=O)O)cc3)nc1N2 (configuration not stated)	-3	-11	-12	-1	2	4	11	-9
CC(=O)N1c2ccc(S(=O)(=O)N3CCCCC3)cc2CC1C(=O)Nc1cccc(C)c1 (configuration not stated)	-3	28	3	2	28	-8	-3	-4

Next compounds.
SMILES	APJ agonist	APJ antagonist	EBI2 block	CXCR6 inh	CCR6 antagonist	Gli-Sufu antag	UBC13 inh	ATG4B inh
Cc1sc(NC(=O)CSc2nnc(COc3ccccc3)n2C)c(C#N)c1C	-1	1	-6	1	-14	3	-2	-11
Cc1nc(SCc2ccccc2)n[nH]1	-1	12	-3	-3	-6	-16	3	-3
CN(C)CCCN(Cc1cc2cc3c(cc2[nH]c1=O)OCO3)C(=S)NCc1ccco1	-3	4	3	3	8	18	9	-3
COc1ccc(C(=O)NC(=S)Nc2ccc(S(N)(=O)=O)cc2)cc1	-5	12	3	-7	-7	2	2	-4
COCCOc1ccc(C(F)(F)F)cc1NC(=O)CN1C(=O)NC2(CCCc3ccccc32)C1=O (configuration not stated)	4	-6	-2	-4	5	4	4	0
Cc1cccc(NC(=O)NNC(=O)c2cc3ccccc3cc2O)c1C	-2	-12	8	3	-6	1	3	20
COc1cc(-c2c(-c3ccc4c(c3)OCO4)noc2C)ccc1F	2	9	-9	-2	8	1	10	7
CC(C)[C@@H](NC(=O)C1CCN(C(=O)[C@@H]2CCCN2C(=O)OC(C)(C)C)CC1)C(=O)NCc1ccc(F)cc1	1	4	2	2	-3	1	-18	-18
CC1=CC(C)(C)NC(=S)N1c1cc(C)cc(C)c1	-3	2	4	7	-2	4	15	0
Cn1c(/C(C#N)=C/c2cccc(O)c2)nc2ccccc21	-4	13	12	5	7	3	6	3
CCOC(=O)c1ccc(NC(=O)C(C)N2C(=O)c3ccccc3C2=O)cc1 (configuration not stated)	2	3	7	-3	-2	-7	7	-8
CCOC(=O)N1CCN(CCC(=O)Nc2cc(C)ccc2OC)CC1	-2	-1	3	3	12	3	5	-4
CSc1cccc(N2CC(C(=O)NCCC3=CCCCC3)CC2=O)c1 (configuration not stated)	-3	9	5	0	17	-6	-6	-4
NS(=O)(=O)c1cnccc1Nc1cccc(F)c1	0	4	-7	2	5	2	4	3
COc1c(C(O)CC(C)C)ccc2c1C(=O)OCc1cc(C)cc(O)c1O2 (configuration not stated)	-3	-7	-6	-6	-8	9	-2	-24
CC1=NN(C(N)=S)C(=O)C1N=Nc1ccc(Br)cc1 (configuration not stated)	-6	24	4	21	35	-49	-20	-1
CC1(C)OC(=O)N(CC(=O)Nc2ccccc2)C1(C)O (configuration not stated)	-1	-21	-10	6	11	-7	-7	-10
COc1cc(CCC(=O)N2CCN(S(=O)(=O)c3ccc(C)c(C)c3)CC2)cc(OC)c1OC	0	11	12	-2	-9	-23	1	-12
CCOc1cccc(/C(O)=C2/C(=O)C(=O)N(CCOC)C2c2ccncc2)c1 (configuration not stated)	10	23	4	-3	-17	3	-16	-2
O=C(CSc1nnc(SCc2ccccc2)s1)N/N=C/C=C\c1ccco1	-4	10	12	0	32	-6	-6	22
COc1ccc([N+](=O)[O-])cc1/C=N/Nc1nc(N2CCCCC2)nc(N2CCCCC2)n1	-1	-17	14	6	-10	24	-14	-2
COC(=O)c1cccc(NC(=O)CCSc2ccc(Cl)cc2)c1C	0	30	4	14	10	10	1	6
O=C(Nc1cccc([N+](=O)[O-])c1)c1[nH]ncc1Cl	1	13	0	-6	17	-71	-1	-8
COc1ccc(CCC(=O)NCc2cnn(C)c2)cc1	-1	11	-6	-1	2	4	-2	-2
COC(=O)Cn1cnc2c(nnn2-c2cccc(OC)c2)c1=O	-2	1	-10	0	0	1	6	-2
Going on with the list:
SMILES	APJ agonist	APJ antagonist	EBI2 block	CXCR6 inh	CCR6 antagonist	Gli-Sufu antag	UBC13 inh	ATG4B inh
O=C(CSc1nc2ccccc2c(=O)n1-c1ccc(F)cc1)Nc1ccc(C(=O)O)cc1	-3	7	7	-4	6	9	2	9
Cc1ccc(C#CC[N+](C)(C)CC#Cc2ccccc2)cc1	-3	4	2	-11	8	49	0	-14
O=C(O)c1cccc(NC(=S)NC(=O)c2ccc(-c3ccccc3)cc2)c1	1	11	-3	-9	3	-44	-16	-2
O=C(O)c1cc(O)ccc1-c1ccc(O)cc1	0	14	-12	-4	-15	-1	-3	5
Cc1cccc(C)c1OCC(O)CN1CCN(c2ccccn2)CC1 (configuration not stated)	-5	0	4	-7	-11	-1	20	-11
Cc1nc2sccn2c(=O)c1S(=O)(=O)N1CCN(c2ccccc2)CC1	-2	2	-5	-5	13	2	-11	-2
CCOc1ccc(Br)cc1S(=O)(=O)NCc1ccncc1	1	-6	-5	2	4	9	3	-7
Cc1cc(/C=C\c2ccccc2)nc2ccccc12	-2	7	20	6	-9	-72	7	-1
CCCC(=O)Nc1c(-c2ccccc2)c(=O)c(C)nn1-c1ccc(C)cc1	2	-4	-3	0	-8	-7	-5	-10
CCCCCCC(=O)OCC(=O)c1ccc2c(c1)NC(=O)CO2	0	15	-14	4	-9	0	-11	-5
COc1cc2[nH]c(=O)n(CCC(=O)N3CCN(c4cc(Cl)ccc4C)CC3)c(=O)c2cc1OC	4	-5	-5	5	8	6	41	-33
O=C(Nc1nc2ccccc2[nH]1)C1CCCC1	1	-6	-5	8	-5	-45	3	8
COC(=O)c1ccccc1S(=O)(=O)N1CCC(C(=O)OCC(=O)NCC(F)(F)F)CC1	-4	-26	-7	3	9	-8	-4	-6
Cc1cc(C(=O)CN2C(=O)NC3(CCCc4ccccc43)C2=O)c(C)n1Cc1ccccc1 (configuration not stated)	3	16	0	4	-7	6	-11	-9
CCN(c1ccccc1)S(=O)(=O)c1ccc(OC)c(NC(=O)Cc2ccccc2OC)c1	-1	-1	17	6	13	6	4	-11

In the list so far, these have fluorine:
SMILES	APJ agonist	APJ antagonist	EBI2 block	CXCR6 inh	CCR6 antagonist	Gli-Sufu antag	UBC13 inh	ATG4B inh
COc1cccc(CN(C(=O)Cn2nnc(-c3ccccc3F)n2)C(C(=O)NC(C)(C)C)c2ccncc2)c1 (configuration not stated)	-3	-8	-7	-1	4	5	-2	-8
CC(=O)N1CCN(c2ccccc2NC(=O)c2ccc(C#N)cc2F)CC1	-6	-7	4	-9	12	14	13	-9
O=C(C1CCCCN1S(=O)(=O)c1ccc(F)cc1)N1CCN(c2ccccc2F)CC1 (configuration not stated)	-5	5	-2	4	11	6	8	-7
COCCOc1ccc(C(F)(F)F)cc1NC(=O)CN1C(=O)NC2(CCCc3ccccc32)C1=O (configuration not stated)	4	-6	-2	-4	5	4	4	0
COc1cc(-c2c(-c3ccc4c(c3)OCO4)noc2C)ccc1F	2	9	-9	-2	8	1	10	7
CC(C)[C@@H](NC(=O)C1CCN(C(=O)[C@@H]2CCCN2C(=O)OC(C)(C)C)CC1)C(=O)NCc1ccc(F)cc1	1	4	2	2	-3	1	-18	-18
NS(=O)(=O)c1cnccc1Nc1cccc(F)c1	0	4	-7	2	5	2	4	3
O=C(CSc1nc2ccccc2c(=O)n1-c1ccc(F)cc1)Nc1ccc(C(=O)O)cc1	-3	7	7	-4	6	9	2	9
COC(=O)c1ccccc1S(=O)(=O)N1CCC(C(=O)OCC(=O)NCC(F)(F)F)CC1	-4	-26	-7	3	9	-8	-4	-6
